Screens: PubChem BioAssay, several laboratories
KCNK3 block: human KCNK3 channel inhibition, primary screen. O14649. CHO-KCNK3 thallium flux, FluxOR fluorescence; stronger effect = lower value. B-score at 10 µM. 340,000 tested, 0.84% active;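 active = B-score under library mean minus 4 SD, starting fluorescence ratio at most library mean plus 5 SD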;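 note: more negative B-score means stronger inhibition of thallium flux through KCNK3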
Target sequence (O14649 whole entry, looked up): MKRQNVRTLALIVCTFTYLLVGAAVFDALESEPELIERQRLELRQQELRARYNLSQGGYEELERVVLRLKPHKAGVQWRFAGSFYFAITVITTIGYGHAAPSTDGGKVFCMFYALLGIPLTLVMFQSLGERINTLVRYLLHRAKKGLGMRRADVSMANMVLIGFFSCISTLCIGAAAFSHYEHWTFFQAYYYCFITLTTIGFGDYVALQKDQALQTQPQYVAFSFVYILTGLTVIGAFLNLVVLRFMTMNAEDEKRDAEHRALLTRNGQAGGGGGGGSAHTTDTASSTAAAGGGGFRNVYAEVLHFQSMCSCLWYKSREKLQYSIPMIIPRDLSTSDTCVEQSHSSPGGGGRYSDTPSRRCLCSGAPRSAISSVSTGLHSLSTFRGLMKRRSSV
DYRK1A inh: inhibitors of rat Dyrk1A kinase | ADP-Glo luminescence, NFATc1 peptide | 310,000 tested, 0.43% active | inhibition, % at 12.5 µM; in the data active = inhibition above about 50%;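 note: plate controls were vehicle with enzyme for no effect and no enzyme for full effect; many of its hits are not listed in these tables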
GSK3A inh: inhibitors of human GSK-3 alpha kinase | ADP-Glo luminescence, 60 min | 320,000 tested, 0.1% active | AID 2650 | P49840 | inhibition, % at 10 µM;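 in the data active = inhibition above about 50%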;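 note: GST-tagged GSK-3 alpha with peptide substrate and 25 µM ATP; 0% = DMSO neutral wells and 100% = GW8510 positive control wells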
KCNQ1 pot: potentiators or activators of human KCNQ1 potassium channel. B-score at 10 µM. P51787. 310,000 tested, 0.35% active. CHO-K1 KCNQ1, thallium flux FluxOR fluorescence; stronger effect = higher value;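 active = fluorescence ratio B-score, a plate-corrected score, at least three library SD, with initial intensity B-score within 5 SD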
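Doses: Single concentration per compound, DMSO matched to controls | Test system: KCNQ1-transfected CHO-K1 cells | Timing: 90 min dye loading and 20 min compound exposure, both at room temperature | Measured by: Kinetic FluxOR thallium fluorescence, 10-s 1-Hz baseline, 110-s post-stimulus read | Medium: Assay buffer with matched DMSO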
GSK3B inh: blocks human GSK3beta kinase activity; GST-GSK3beta kinase, ADP-Glo luminescence, 60 min; stronger effect = lower value; activity score (negative = inhibition), % at 10 µM; 300,000 tested, 0.038% active; AID 2097;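 active = more than half of replicate wells score below -50%, meaning over 50% inhibition versus plate controls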;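 note: 0% = median DMSO wells and -100% = median GW8510 positive control wells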
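Test system – GST-tagged human GSK3beta kinase, cell-free · Incubation – 60 min enzyme reaction, room temperature · Signal – ADP-Glo luminescence · Also added – peptide substrate and ATP at 25 µM · Controls – DMSO neutral wells and GW8510 at 20 µM as positive · Buffer or medium – Tris/MgCl2 kinase buffer · Measure – Luminescence-derived activity versus plate DMSO and GW8510 wells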
HDAC3 inhib: inhibitors of human histone deacetylase 3. 320,000 tested, 0.15% active. inhibition, % at 8.3 µM. AID 2718. recombinant HDAC3, fluorogenic peptide/trypsin coupled, fluorescence. O15379; in the data active = inhibition above about 26%, passing the limit was not always enough
KCNK9 inh: inhibitors of human KCNK9 two-pore domain potassium channel; Q9NPC2; HEK293 KCNK9, FluxOR thallium flux fluorescence; stronger effect = lower value; B-score at 10 µM; 310,000 tested, 1.2% active;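 active = ratio B-score over 3 SD below the library mean, with starting fluorescence within 5 SD of its mean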;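 note: negative B-score means less thallium flux so channel inhibition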
Target sequence (Q9NPC2 whole entry, looked up, the tested form may be a part): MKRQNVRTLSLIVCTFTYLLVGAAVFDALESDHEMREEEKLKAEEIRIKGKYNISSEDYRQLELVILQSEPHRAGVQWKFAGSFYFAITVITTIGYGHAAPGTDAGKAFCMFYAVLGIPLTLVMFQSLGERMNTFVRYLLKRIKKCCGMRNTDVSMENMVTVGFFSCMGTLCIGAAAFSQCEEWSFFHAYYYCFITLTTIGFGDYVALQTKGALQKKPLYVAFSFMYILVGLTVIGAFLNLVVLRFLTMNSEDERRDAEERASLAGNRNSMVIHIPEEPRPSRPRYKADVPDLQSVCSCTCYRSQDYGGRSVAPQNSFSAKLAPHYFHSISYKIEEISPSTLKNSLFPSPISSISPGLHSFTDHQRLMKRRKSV
RGS4 act: potentiators or activators of RGS4; HEK293 M3R/inducible RGS4, carbachol calcium flux Fluo4; stronger effect = lower value; B-score at 10 µM; 310,000 tested, 0.92% active; AID 463111;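 active = B-score of the integrated calcium signal more than 4 SD below the library mean, with starting fluorescence not abnormally high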;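 note: negative B-score means reduced calcium response which marks RGS4 activation or potentiation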
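Assay system: Inducible-RGS4 HEK293 cells carrying M3 receptor | Schedule: Compound preincubation 20 min at room temperature before agonist | Signal: Kinetic calcium fluorescence imaging with Fluo4-AM dye, 2 µM | Read-out basis: B score from integrated fluorescence ratio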
PolyA inh: inhibitors of polyadenylation in S. cerevisiae | S. cerevisiae SKY197-pL101 polyadenylation reporter, beta-gal luminescence; efflux-impaired pdr1/pdr3 knockout yeast; score 100 = 6 SD above DMSO | 300,000 tested, 0.02% active | calls only at 12 µM;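 active = lowest replicate activity score at least 50, where 100 means six control SD above control mean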;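 note: yeast exposed to compound for 9 h at 30 °C; higher score means more reporter readthrough which indicates perturbed polyadenylation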
hERG rescue: hERG (human) protection from proarrhythmic block; CHO-hERG, FluxOR thallium flux, dofetilide IC70 present; activation (rescue from dofetilide block), less the hit threshold, % at 10 µM; 310,000 tested, 0.51% active;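 active = activation above the mean of controls blocked by dofetilide plus 5 SD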;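 note: thallium influx through hERG after potassium depolarization seen as dye fluorescence rise; in these data hits start at about 4.7%; inactives centre near -7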
KCNQ1 block: human KCNQ1 channel inhibition; CHO-K1 KCNQ1, FluxOR thallium flux fluorescence; stronger effect = higher value; B-score at 10 µM; 310,000 tested, 1.3% active; AID 2642;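 active = compounds whose thallium flux B-score, printed positive for inhibition, exceeds three library SD while starting fluorescence stays within three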;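 note: channel opened by potassium depolarization with thallium stimulus after 20 min compound exposure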
Active calls of the source: *; i = inactive; x = no result given; & = joins results of further samples.

SMILES	KCNK3 block	DYRK1A inh	GSK3A inh	KCNQ1 pot	GSK3B inh	HDAC3 inhib	KCNK9 inh	RGS4 act	PolyA inh	hERG rescue	KCNQ1 block
COC(=O)c1ccc(C(=O)N2CCCC(N3CCN(c4ccccc4)CC3)C2)nc1 (configuration not stated)	i	2	-2	i	-3	-1	i	i	i	-8	i
NS(=O)(=O)c1ccc(CCNC(=O)CNC(=O)C2CCCCC2)cc1	i	-11	-1	i	1	5	i	i	i	-5	i
O=C(/C=C/c1ccco1)NCCCN1CCN(CCCNC(=O)/C=C/c2ccco2)CC1	i	-3	-2	i	1	8	i	i	i	-6	i
COCCn1cnc2c1c(=O)n(CC(=O)OCC#N)c(=O)n2Cc1ccccc1	i	-5	0	i	-1	2	i	i	i	-7	i
C=CCSc1nnc(NC(=O)CSc2nc3ccccc3[nH]2)s1	i	-5	-1	i	1	0	i	i	i	-13	i
O=C(c1ccc(Cl)c(S(=O)(=O)N2CCOCC2)c1)N1CCN(c2ccccc2)CC1	i	1	3	i	2	-6	i	i	i	-4	i
COc1ccc(/C(C)=N/NC(=O)CCC(=O)Nc2ccc(Cl)cc2Cl)c(OC)c1	i	-4	-2	i	0	1	i	i	i	-6	i
C=CCNC(=O)COC(=O)c1cc(S(=O)(=O)N2CCCCC2)ccc1Cl	i	-2	0	i	-8	4	i	i	i	-6	i
Cc1cc(=O)[nH]c2ccc(S(=O)(=O)N3CCOCC3)cc12	i	-6	-2	i	1	3	i	i	i	-6	i
CCCC1(c2ccccc2)NC(=O)N(CCN2C(=O)c3ccccc3C2=O)C1=O (configuration not stated)	i	6	x	i	-2	3	i	i	i	-4	i
CCOc1cccc(/C=N/NC(=O)CC2C(=O)NN=C2C)c1O (configuration not stated)	i	-5	x	i	-6	4	i	i	i	-13	i
CN1CCN(c2ccc([N+](=O)[O-])c(Sc3nc4ccccc4[nH]3)c2)CC1	i	-1	-1	i	0	5	i	i	i	-7	i
O=C(CC1C(=O)NCCN1Cc1ccc(-c2ccccc2)cc1)NCc1ccncc1 (configuration not stated)	i	4	3	i	0	-1	i	i	i	-15	i
Cc1cc(NC(=O)CSc2nnc(-c3ccco3)n2CC2CCCO2)no1 (configuration not stated)	i	-2	x	i	0	2	i	i	i	-11	i
Cc1ccc(OCCN(C)C)c([N+](=O)[O-])c1	i	-3	-1	i	0	-9	i	i	i	-14	i
C/C(=N/NC(=O)CNC(=O)c1ccco1)c1ccco1	i	x	-2	i	-1	10	i	i	i	-8	i
Cn1c(N2CCOCC2)nc(-c2ccccc2)c1-c1ccccc1	i	19	0	i	0	-43	i	i	i	-10	i
O=C(Cn1nc(Cl)nc1Cl)c1ccc2c(c1)OCCO2	i	10	-2	i	2	10	i	i	i	-15	i
CS(=O)(=O)N(CC(=O)Nc1ccccc1Sc1ccccc1)c1cccc(Br)c1	i	3	-2	i	-10	13	i	i	i	-7	i
O=C(CSc1nc2nccnc2c(=O)n1Cc1cccs1)Nc1ccccc1F	i	-1	1	i	-5	-4	i	i	i	-3	i
CN(C(=O)c1sc2nc(N3CCCC3)c3c(c2c1N)CC(C)(C)OC3)c1ccccc1	i	x	-1	i	1	4	i	i	i	-10	i
CC1(C)Cc2cccc(C(=O)Nc3ccc(Cl)cc3)c2O1	-12*	14	2	i	1	10	-11*	i	i	-10	i
Cc1ccc(Cl)cc1NC(=S)N(Cc1ccccc1)Cc1cccnc1	i	x	0	i	0	-4	i	i	i	-8	i
O=C(O)CN1C(=O)C(=O)N(Cc2ccc(C(F)(F)F)cc2)C1=O	i	0	-1	i	-1	-2	i	i	i	5.4*	i
O=C(NCc1nnc(SCC(=O)N2CCC(Cc3ccccc3)CC2)o1)c1ccccc1F	i	3	0	i	2	3	i	i	i	-16	i
Cc1cc(OCC(O)CN2CCN(C)CC2)ccc1C(C)C (configuration not stated)	i	-2&4	1	i	-1	-6	i	i	i	-8	i
O=S(=O)(/N=C(/NNS(=O)(=O)c1ccccc1)c1ccccc1)c1ccccc1	i	-7	-1	i	-3	-1	i	i	i	-16	i
O=C(Nc1cccc(-c2cn3ccccc3n2)c1)c1cccs1	i	-6	-1	i	0	3	-8.5*	i	i	-25	i
N#CC(C#N)=C/C=C(\Nc1ccc(Cl)cc1)c1ccc(Cl)cc1	i	2	1	i	0	4	i	i	i	-9	i
Cc1ccc(CSCCNC(=O)CCSc2ccccc2)cc1	i	1	-4	i	-2	11	i	i	i	-9	i
CCOc1ccc(/C=C/C(O)=C2/C(=O)N(C)C3(C)CC2c2ccccc2O3)cc1OC (configuration not stated)	-9.9*	-8	0	i	0	6	i	i	i	-11	i
CCC1=NN(C(=O)c2ccc(C)cc2)C(O)(c2ccc(Br)cc2)C1 (configuration not stated)	i	-14	3	i	1	0	i	i	i	-10	i
CCc1ccccc1NC(=O)c1sc2nc(C)cc(C)c2c1N	i	2	0	i	1	2	i	i	i	-6	i
CC(=O)Oc1ccc(C(=O)Nc2cccc(C(=O)c3cccc(NC(=O)c4ccc(OC(C)=O)cc4)c3)c2)cc1	i	-1	-2	i	-2	7	i	i	i	-5	i
COC(=O)c1sccc1NC(=O)CSc1cccc(Cl)c1Cl	i	4	-1	i	3	2	i	i	i	-6	i
Cc1ccc(NC(=O)Cc2noc3ccccc23)cc1	i	2	3	i	0	-1	i	i	i	-17	i
S=C(NCc1ccncc1)Nc1ccc(Br)cc1	i	7	x	i	-2	1	i	i	i	-3	i
Cc1ccccc1CNS(=O)(=O)c1ccc2c(c1)OCCO2	i	x	x	i	-1	x	i	i	i	-5	i
CCOC(=O)N1CCN(C(=O)CSCC(=O)Nc2nc(-c3ccc(-c4ccccc4)cc3)cs2)CC1	-10*	-2	0	i	-1	-6	i	i	i	-15	6*
CCCN1C(=O)c2cc(C(=O)Nc3ccccc3CC)ccc2C1O (configuration not stated)	i	4	-2	i	3	1	i	i	i	-5	i
COC(=O)c1ccccc1NC(=O)Cn1cnc2c(cnn2-c2ccccc2)c1=O	i	-7	2	i	1	-1	i	i	i	4.8*	i
COc1ccccc1OCCn1cc(/C=C(\C#N)C(=O)NCc2cccs2)c2ccccc21	i	-5	1	i	9	-5	i	i	i	-13	i
C/C(CC(=O)Nc1ccccn1)=N\NC(=O)c1ccc([N+](=O)[O-])cc1Cl	i	5	2	i	-4	-9	i	i	i	-8	i
N#CCCn1cc(/C=N/NC(N)=S)c(-c2ccc(Br)cc2)n1	i	0	4	i	-1	4	i	i	i	-8	i
CCN1C(=O)S/C(=C/c2ccsc2)C1=O	i	-5	1	i	1	1	i	i	i	-1	i
Cc1ccc(-c2nc(C3CCN(S(=O)(=O)c4ccc(C(F)(F)F)cc4)CC3)no2)cc1	i	5	3	i	-2	-6	i	i	i	-5	i
COCc1nnc(NC(=O)c2ccc(Cl)cc2[N+](=O)[O-])s1	i	3	-2	i	0	-2	i	i	i	-8	i
Cc1csc(NC(=O)Cc2ccccc2Cl)n1	i	3	-1	i	-2	0	i	i	i	-7	i
CCCn1c(SCC(=O)c2ccc(OC)c(OC)c2)nc2c1c(=O)n(C)c(=O)n2C	i	-3	3	i	-4	2	i	i	i	-8	i
COc1cccc(N2CCN(C(=O)c3cccc(NC4=NC5CS(=O)(=O)CC5S4)c3)CC2)c1 (configuration not stated)	i	-5	3	i	2	-1	i	i	i	-9	i

15 neighbouring compounds out of the list so far:
SMILES	KCNK3 block	DYRK1A inh	GSK3A inh	KCNQ1 pot	GSK3B inh	HDAC3 inhib	KCNK9 inh	RGS4 act	PolyA inh	hERG rescue	KCNQ1 block
COC(=O)c1sccc1NC(=O)CSc1cccc(Cl)c1Cl	i	4	-1	i	3	2	i	i	i	-6	i
Cc1ccc(NC(=O)Cc2noc3ccccc23)cc1	i	2	3	i	0	-1	i	i	i	-17	i
S=C(NCc1ccncc1)Nc1ccc(Br)cc1	i	7	x	i	-2	1	i	i	i	-3	i
Cc1ccccc1CNS(=O)(=O)c1ccc2c(c1)OCCO2	i	x	x	i	-1	x	i	i	i	-5	i
CCOC(=O)N1CCN(C(=O)CSCC(=O)Nc2nc(-c3ccc(-c4ccccc4)cc3)cs2)CC1	-10*	-2	0	i	-1	-6	i	i	i	-15	6*
CCCN1C(=O)c2cc(C(=O)Nc3ccccc3CC)ccc2C1O (configuration not stated)	i	4	-2	i	3	1	i	i	i	-5	i
COC(=O)c1ccccc1NC(=O)Cn1cnc2c(cnn2-c2ccccc2)c1=O	i	-7	2	i	1	-1	i	i	i	4.8*	i
COc1ccccc1OCCn1cc(/C=C(\C#N)C(=O)NCc2cccs2)c2ccccc21	i	-5	1	i	9	-5	i	i	i	-13	i
C/C(CC(=O)Nc1ccccn1)=N\NC(=O)c1ccc([N+](=O)[O-])cc1Cl	i	5	2	i	-4	-9	i	i	i	-8	i
N#CCCn1cc(/C=N/NC(N)=S)c(-c2ccc(Br)cc2)n1	i	0	4	i	-1	4	i	i	i	-8	i
CCN1C(=O)S/C(=C/c2ccsc2)C1=O	i	-5	1	i	1	1	i	i	i	-1	i
Cc1ccc(-c2nc(C3CCN(S(=O)(=O)c4ccc(C(F)(F)F)cc4)CC3)no2)cc1	i	5	3	i	-2	-6	i	i	i	-5	i
COCc1nnc(NC(=O)c2ccc(Cl)cc2[N+](=O)[O-])s1	i	3	-2	i	0	-2	i	i	i	-8	i
Cc1csc(NC(=O)Cc2ccccc2Cl)n1	i	3	-1	i	-2	0	i	i	i	-7	i
CCCn1c(SCC(=O)c2ccc(OC)c(OC)c2)nc2c1c(=O)n(C)c(=O)n2C	i	-3	3	i	-4	2	i	i	i	-8	i

A portion of the library; count on the stated rates, not on these rows.
